# Compound activity from PubChem.
# Luc counter = blocks Kinase-Glo luciferase, a counter-screen artifact; Kinase-Glo luciferase, ATP luminescence, 8 min; Q27757; AID 1379; Potency, µM (series often up to 38.3 µM), inactives show top-dose activity change, negative = inhibition, usual class: inhibitors; 0.28% of 200,000 active; further: on the % scale 0 is the no-effect control and ±100 the full control effect; nearly all actives have a fitted effect of over 60% in size
#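 Light output from Kinase-Glo luciferase with luciferin and 10 uM ATP in 50 mM imidazole pH 7.2, KCl, MgCl2, Tween 20, BSA; compound pin-delivered, 8-min ambient incubation, then luminescence read.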
# KDM4E inh = inhibitors of human JMJD2E histone demethylase. B2RXH2. JMJD2E catalytic domain, FDH-coupled NADH fluorescence (FDH is formaldehyde dehydrogenase). Potency, µM (top dose mostly 57.1 µM), for inactives: at the top dose activity change, negative = inhibition, most hits filed as inhibitors. 1.6% of 230,000 active. AID 2147; active means well fitted inhibition curve with a large enough effect, not every such curve was filed as active; inconclusive means small, poorly fitted or top-dose-only effect, or another doubt; inactive means no such curve, though single readings can be large or run the other way;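 further: 0% = wells with enzyme and -100% = buffer wells without enzyme; nearly all actives have a fitted effect of over 50% in size; many of its hits are not listed in these tables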
# Target sequence (B2RXH2 1-337 limits assumed): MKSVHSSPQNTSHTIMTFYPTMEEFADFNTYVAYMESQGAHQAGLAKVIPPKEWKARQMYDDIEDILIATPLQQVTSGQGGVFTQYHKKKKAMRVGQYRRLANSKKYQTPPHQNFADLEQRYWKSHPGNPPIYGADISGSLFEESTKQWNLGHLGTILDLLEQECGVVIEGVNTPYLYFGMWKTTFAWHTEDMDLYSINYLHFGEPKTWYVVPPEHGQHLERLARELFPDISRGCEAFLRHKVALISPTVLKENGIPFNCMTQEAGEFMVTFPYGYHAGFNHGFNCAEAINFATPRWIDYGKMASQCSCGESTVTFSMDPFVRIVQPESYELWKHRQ
# RECQ1 helicase = RECQ1 (human) helicase inhibition | P46063 | Potency, µM (highest dose often 57.3 µM), inactives show top-dose activity, negative = inhibition, usual class: inhibitors | RECQ1 DNA unwinding, red fluorescence kinetic read | 0.54% of 240,000 active | AID 2549;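 further: plate controls were vehicle for no effect and no enzyme for full effect; nearly all actives have a fitted effect of over 30% in size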
#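 50 nM RECQ1T1 preincubated 15 min with compound in Tris pH 8.0 buffer with MgCl2, DTT, Tween-20 and 2.5 ug/ml poly(dI-dC); started with 200 nM TAMRA/BHQ-2 forked duplex and 2 mM ATP. Unwinding read as fluorescence (525/598 nm), two reads 2 h apart.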
# RGS12 GoLoco inh = inhibitors of human Gai1-RGS12 GoLoco interaction (red fluorophore); Potency, µM (highest dose often 61.6 µM), inactives show at the highest dose activity, negative = inhibition, usual class: inhibitors; 0.44% of 230,000 active; Gai1:RGS12 GoLoco peptide FP, rhodamine, 10 min; P63096; active means well fitted inhibition curve with a large enough effect, not every such curve was filed as active; inactive means no such curve, though single readings can be large or run the other way; further: on the % scale 0 is the no-effect control and ±100 the full control effect; nearly all actives have a fitted effect of over 30% in size; many of its hits are not listed in these tables
# Target sequence (P63096 whole entry, looked up): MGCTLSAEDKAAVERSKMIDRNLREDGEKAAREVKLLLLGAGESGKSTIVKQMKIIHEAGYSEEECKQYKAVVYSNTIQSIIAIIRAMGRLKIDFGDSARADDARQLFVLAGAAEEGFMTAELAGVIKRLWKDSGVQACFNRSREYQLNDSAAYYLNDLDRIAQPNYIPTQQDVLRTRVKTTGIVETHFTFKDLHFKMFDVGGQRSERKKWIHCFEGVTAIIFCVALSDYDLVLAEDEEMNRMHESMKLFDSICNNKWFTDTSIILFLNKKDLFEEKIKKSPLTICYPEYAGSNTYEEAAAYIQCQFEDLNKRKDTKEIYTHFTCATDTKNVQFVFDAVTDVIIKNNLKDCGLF
# IMPase Li inh = IMPase inhibition in cells with lithium potentiation; Potency, µM (series often up to 59.4 µM), for inactives: at the highest dose activity, negative = IMPase inhibition, most hits filed as inhibitors; 0.35% of 210,000 active; CHO-M1 cells, IP1 TR-FRET (IP-One), carbachol + lithium;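 further: IP1 builds up when IMPase is blocked and the TR-FRET signal falls; plate controls were basal vehicle for no effect and high inhibitor control for full effect; nearly all actives have a fitted effect of over 50% in size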
#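 IP1 accumulation measured by competitive TR-FRET in lysed CHO-M1 cells after 30 min compound exposure at 37C, with a small lithium addition to potentiate weak responses. Hill-equation AC50 from ratio and donor-channel data.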
# Epigenetic derep = epigenetic control regulation, reporter derepression | AID 1865 | Potency, µM (doses to about 53.9 µM), without a hit: top-dose GFP activation, most hits filed as activators | 0.2% of 280,000 active | murine LDR cells, GFP reporter derepression, 30 h; further: % of control where 0% means no effect; nearly all actives have a fitted effect of over 60% in size
#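 Readout is the number of GFP-expressing murine LDR cells, counted by cytometry following washing. Cells were treated with compound for 30 h at 37 C; the stably integrated CMV-GFP locus is normally silent.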
# NPSR antag = blocks cAMP signaling of the human neuropeptide S receptor. Potency, µM (doses to about 38.3 µM), without a hit: at the highest dose activity change, negative = inhibition, usual class: inhibitors. CHO-NPSR cells, cAMP TR-FRET, antagonist mode. 1% of 220,000 active. Q6W5P4. AID 1461; further: on the % scale 0 is the no-effect control and ±100 the full control effect; nearly all actives have a fitted effect of over 50% in size; many of its hits are not listed in these tables
# Target sequence (Q6W5P4 whole entry, looked up): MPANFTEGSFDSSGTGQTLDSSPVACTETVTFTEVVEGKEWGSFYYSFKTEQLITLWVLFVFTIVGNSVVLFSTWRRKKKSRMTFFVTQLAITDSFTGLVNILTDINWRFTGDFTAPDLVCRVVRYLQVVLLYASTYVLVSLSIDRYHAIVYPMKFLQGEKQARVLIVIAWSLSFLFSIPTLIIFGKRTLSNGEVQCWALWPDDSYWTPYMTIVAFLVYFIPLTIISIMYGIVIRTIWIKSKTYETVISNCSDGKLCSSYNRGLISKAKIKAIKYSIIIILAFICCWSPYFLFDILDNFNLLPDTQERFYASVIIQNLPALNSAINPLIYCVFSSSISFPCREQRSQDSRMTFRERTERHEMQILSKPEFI
# SMN2 splice up = increases expression of the SMN2 splice variant; HEK293 SMN2-luciferase splicing reporter, luminescence, 30-36 h; Potency, µM (series often up to 46.1 µM), for inactives: top-dose activity change, positive = activation, usual class: activators; 2.8% of 210,000 active; further: % of control where 0% means no effect; nearly all actives have a fitted effect of over 55% in size
#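 qHTS luciferase splicing reporter: luminescence rises when SMN2 exon 7 is included in transfected HEK293 cells. Compound exposure lasted 30-36 h at 37C, with 4.5 mM final sodium butyrate as control, followed by a ONE-Glo read.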
# Active calls of the source: *; i = inactive; ? = inconclusive; · = not tested or not shown; [ ] = remark or other dose. Unless noted, the call rests on the fitted dose curve; in most records, active means well fitted curve in the direction sought with a large enough effect; inconclusive means small, poorly fitted or top-dose-only effect, or another doubt; inactive means no such curve, though single readings can be large; an effect the other way counts as inactive or inconclusive. Potency means the concentration at half of the fitted maximal effect.
SMILES,Luc counter,KDM4E inh,RECQ1 helicase,RGS12 GoLoco inh,IMPase Li inh,Epigenetic derep,NPSR antag,SMN2 splice up
Cc1ccc(NC(=O)CN(C)S(=O)(=O)c2ccc(Br)s2)cc1F,9%,-2%,2%,-6%,9%,-0.9%,-14%,-22%
O=C(c1cn(-c2ccccc2)nc1-c1cc2ccccc2oc1=O)N1CCOCC1,0%,?,i,-11%,3%,-1.3%,-7%,-3%
CCCc1cc(=O)n2[nH]c(Cc3ccccc3)nc2n1,3%,1%,-4%,1%,-3%,1.2%,11%[46.1 µM],-9%
COc1ccc(N(CC(=O)Nc2ccc3c(c2)OCCO3)S(=O)(=O)c2c(C)noc2C)cc1,-3%,-4%,-9%,4%,13%[38.3 µM],-1.8%,-11%[46.1 µM],-24%
COCc1cc(C)nc(OC)c1C(N)=O,0%,-5%,-4%,12%,-1%,-0.1%,19%,26%
CCOc1ccccc1NC(=O)c1ccc(F)c(S(=O)(=O)N2CCC3(CC2)OCCO3)c1,-3%,2%,-6%,2%,-2%[38.3 µM],-0.3%,-22%[46.1 µM],-8%
COc1ccc(O/C(=N\S(=O)(=O)c2ccccc2)c2ccccc2)cc1,4%,-2%,i,-5%,-2%,0.1%,4%[46.1 µM],19%
CC(c1ccc(F)cc1)n1cc(C(=O)NCc2ccccn2)nn1 (stereo not given),-1%,24%,i,3%,-3%,-0.5%,17%,10%
Cc1cc2cc3c(cc2nc1SCC(=O)N1c2ccccc2CC1C)OCO3 (stereo not given),2%,?,-2%,-3%,11%,-0.8%,?,-32%[inhibitor]
O=C(CSc1nccn1-c1ncc(C(F)(F)F)cc1Cl)c1ccc(Cl)cc1,0%,6%,-14%,-7%,3%[38.3 µM],-1.1%,-13%[46.1 µM],7%
Cc1noc(NS(=O)(=O)c2ccc(NC(=O)C34CC5CC(C3)CC(n3cnc(Cl)n3)(C5)C4)cc2)c1C,8%,-4%,2%,-1%,-1%,-1.0%,19%,5%
O=C(NCCc1csc(-c2cccnc2)n1)c1c(F)cccc1F,·,-5%,1%,-5%,·,-0.9%,8%,·
COc1ccc(OC)c(NC(=O)CN(c2ccc(OC)c(Cl)c2)S(C)(=O)=O)c1,-7%,6%,-2%,2%,-5%[38.3 µM],-2.8%,-24%[46.1 µM],-7%
O=C(/C=N/O)NCCCn1ccnc1,·,1%,-4%,·,·,-10%,0%[46.1 µM],·
CCOc1cc(Br)ccc1S(=O)(=O)N1CCC(C(N)=O)CC1,1%,5%,-10%,3%,-3%,0.0%,21%,-10%
Cc1ccc(C)c(NC(=O)CCC(=O)N/N=C/c2cc([N+](=O)[O-])ccc2O)c1,0%,?,0%,15%,0%,-4.9%,-10%,·
Cc1cccc(C)c1N1CCN(C(=O)N2CCOCC2)CC1,-6%,-13%,9%,-25%,18%,-1.0%,0%,·
N#C/C(=C(/O)CCl)c1nnc2n1CCCCC2,0%,-4%,2%,5%,-6%,1.5%,-2%,1%
COC(=O)C(Cc1ccccc1)NC(=O)C12CC3CC(CC(C3)C1)C2 (stereo not given),-1%,-6%,-18%,2%,4%,3.4%,-6%[46.1 µM],10%
Cn1c(=O)n(C)c2cc([N+](=O)[O-])c(N3CCN(C(=O)c4ccc(F)cc4)CC3)cc21,2%,3%,i,-12%,18%,0.0%,-20%,-51%[inhibitor]
CSCCC(NS(=O)(=O)c1ccc2c(c1)OCCO2)C(=O)NCCc1ccccn1 (stereo not given),-2%,-2%,-4%,4%,-10%[38.3 µM],1.9%,-13%[46.1 µM],-7%
COc1cc([N+](=O)[O-])ccc1NC(=O)COC(=O)C=C(C)C,0%,6%,-8%,9%,6%,-3.6%,-1%,10%
O=C(Nc1nnc(-c2ccncc2)o1)C1CCCCC1,1%,?,-2%,-7%,-1%,0.0%,16%,-5%
CC(C)(C)C1CCC(OCC(O)CN2CCN(Cc3ccccc3)CC2)CC1 (stereo not given),-2%,-2%,-2%,0%,-3%,2.0%,-14%,-22%
O=C(O)CC[C@H](NC(=O)c1ccccc1C(=O)O)C(=O)O,-4%,4%,-8%,10%,4%,-1.2%,-3%[46.1 µM],-12%
Cc1oc(-c2ccc(Cl)cc2)nc1CN1CCC(C(=O)NCCCN2CCOCC2)CC1,-3%,-11%,-10%,13%,0%[38.3 µM],0.0%,-2%[46.1 µM],24%
Cc1ccc(S(=O)(=O)N2CCC(=O)N(C(COCc3ccccc3)C(C)C)CC2)cc1 (stereo not given),4%,-4%,-19%,3%,11%,0.1%,-34%,-42%[inhibitor]
CCCCn1c2c(c(=N)c3ccccc31)CCC2,·,?,14%,-37%,·,3.9%,-32%,·
CO/N=C(/CS(=O)c1ccc(Br)cc1)c1ccc(OC)cc1 (stereo not given),-3%,-3%,-8%,-7%,28%[38.3 µM],-1.7%,-12%[46.1 µM],9%
Cc1ccc2nc(-c3ccc(N4C(=O)CC(N5CCN(CCO)CC5)C4=O)cc3)sc2c1 (stereo not given),-3%,?,4%,2%,10%,3.0%,-35%,18%
COc1ccccc1N1CCN(CC(=O)c2c(C)n(C)c3ccccc23)CC1,-6%,-21%,-1%,-11%,7%[38.3 µM],-1.0%,-12%[46.1 µM],2%
CCCCCCCC(=O)NNC(=O)Cc1ccccc1,2%,9%,i,-2%,-7%[38.3 µM],0.9%,0%[46.1 µM],2%
CCCCOc1ccccc1/C=N/NC(=O)CC#N,-7%,-9%,-1%,14%,5%,1.1%,1%,?
Cc1cc(Cl)ccc1NNC(=O)c1c(C)noc1C,·,-9%,-8%,9%,·,1.1%,-12%,·
CC(=O)C1C(c2ccccc2OC(F)F)NC(=O)NC1(O)C(F)(F)F (stereo not given),1%,10%,-21%,4%,2%[38.3 µM],-0.6%,-2%[46.1 µM],-5%
COC(=O)COc1ccc(-c2nn(C)c(=O)c3ccccc23)cc1,-2%,-11%,-5%,5%,32%[38.3 µM],0.0%,-12%[46.1 µM],?
COC(=O)Cc1cc(=O)n(-c2nc3ccccc3[nH]2)[nH]1,-3%,?,-2%,9%,6%,0.8%,-10%[46.1 µM],8%
N/C(=N\OC(=O)c1cc(Br)ccc1Cl)c1ccccn1,-4%,0%,4%,8%,11%,-0.4%,-14%,11µM*
CCSc1nc2c(c(=O)[nH]1)C(c1cccs1)C(C(=O)OC)=C(C)N2 (stereo not given),-4%,?,1%,-4%,8%,4.5%,-12%,-7%
N#Cc1c(C(F)(F)F)cc(-c2ccc(Cl)cc2)nc1SCC(=O)O,-1%,-2%,-10%,9%,-2%,-1.1%,57%,·
Cc1cccc(-c2noc(CN(C)S(=O)(=O)c3cc(Cl)ccc3Cl)n2)c1,3%,-2%,-6%,0%,26%[38.3 µM],0.0%,-19%[46.1 µM],-40%
O=C(NCC1CCCO1)c1ccc(N2CCCCC2)nc1 (stereo not given),3%,-9%,2%,0%,47%[activator][38.3 µM],-0.6%,-7%[46.1 µM],?
CCOc1ccccc1N1CCN(Cc2cnc(-c3ccccc3)[nH]2)CC1,·,3%,16%,-7%,·,-1.1%,1%,·
COc1cccc(/C=N/Nc2ncnc(N)c2[N+](=O)[O-])c1OC,-22%,1%,i,14%,15%[38.3 µM],8.8%,5%[46.1 µM],3.2µM*
O=C(Nc1ccc(N2CCOCC2)cc1)C1CCCN(S(=O)(=O)c2cccc(C(F)(F)F)c2)C1 (stereo not given),14%,3%,-5%,4%,-10%[38.3 µM],1.2%,-16%[46.1 µM],-5%
O=C(c1ccccc1)c1nccc2ccccc12,-2%,-25%,-1%,3%,-6%,1.0%,4%,1%
CC(=O)Nc1ccc(N2N=C(C)C(N=Nc3ccccc3)C2=O)cc1 (stereo not given),1%,-7%,-1%,12%,12%,2.3%,5%,?
O=C(CC12CC3CC(CC(C3)C1)C2)NC(=S)N1CCCCC1,-3%,?,-2%,10%,23%,2.0%,-37%,2%
CCC(CC)C(=O)c1c[nH]c(C(=O)N2CCN(c3ccccc3F)CC2)c1,-1%,2%,-3%,-2%,-6%,0.9%,1%,4%
Cc1cccc(-n2ncc3c(NCc4ccccn4)ncnc32)c1,-4%,?,-5%,3%,-5%[38.3 µM],-2.6%,-16%[46.1 µM],11%
C/C=C1\C(OC2OC(CO)C(O)C(O)C2O)OC=C(C(=O)OC)C1CC(=O)OCC1C(C)C(OC(=O)CC2C(C(=O)OC)=COC(OC3OC(CO)C(O)C(O)C3O)/C2=C\C)CC1C(CO)CO (stereo not given),·,?,i,-5%,3%,-1.4%,?,·
CCCn1c(=N)c(C(=O)NCC2CCCO2)cc2c(=O)n3cccc(C)c3nc21 (stereo not given),11%,?,15%,11%,-27%[38.3 µM],1.8%,-2%[7.67 µM],14%
Cc1ccc2nc(C)/c(=N\O)c(C)nc2c1,-6%,?,-4%,3%,-4%[38.3 µM],-0.9%,0%[46.1 µM],4%
Cc1ccc(C(=O)c2c(NC(=O)c3cccnc3)sc3c2CCCC3)cc1,-1%,7%,i,10%,12%[38.3 µM],-1.1%,-20%[46.1 µM],-11%
CCn1c(COc2cccc(OC)c2)nnc1SCC(=O)Nc1ccccc1C(=O)OC,0%,0%,i,-2%,8%[38.3 µM],-1.6%,-20%[46.1 µM],-19%
COc1nc(Nc2ccc(C(C)C)cc2)nc(OC)n1,-4%,0%,6%,-1%,8%,1.2%,-7%[46.1 µM],?

# An excerpt of these results, with two lines to a compound:
# Value order: Luc counter | KDM4E inh | RECQ1 helicase | RGS12 GoLoco inh | IMPase Li inh | Epigenetic derep | NPSR antag | SMN2 splice up
- O=C(NCC1CCCO1)c1ccc(N2CCCCC2)nc1 (stereo not given)
  3% | -9% | 2% | 0% | 47%[activator][38.3 µM] | -0.6% | -7%[46.1 µM] | ?
- CCOc1ccccc1N1CCN(Cc2cnc(-c3ccccc3)[nH]2)CC1
  · | 3% | 16% | -7% | · | -1.1% | 1% | ·
- COc1cccc(/C=N/Nc2ncnc(N)c2[N+](=O)[O-])c1OC
  -22% | 1% | i | 14% | 15%[38.3 µM] | 8.8% | 5%[46.1 µM] | 3.2µM*
- O=C(Nc1ccc(N2CCOCC2)cc1)C1CCCN(S(=O)(=O)c2cccc(C(F)(F)F)c2)C1 (stereo not given)
  14% | 3% | -5% | 4% | -10%[38.3 µM] | 1.2% | -16%[46.1 µM] | -5%

# Some of the compounds tested; the hit share may differ from the screen's.
